Compound activity: PubChem, National Center for Advancing Translational Sciences (NCATS)
Apoferritin bind – qHTS Assay for Identification of Novel General Anesthetics; Ferritin light chain (Equus caballus), P02791; apoferritin/1-aminoanthracene competitive binding, fluorescence; Potency, µM (series often up to 77.5 µM), inactives show at the highest dose activity change, negative = displacement, usual class: inhibitors; 350,000 tested, 0.074% active; AID 485281, 2010; further: potency means the concentration at half of the fitted maximal effect; on the % scale 0 is the no-effect control and ±100 the full control effect; nearly all actives have a fitted effect of over 20% in size
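Apoferritin-based anesthetic binding model; compound displacement of fluorescent 1-AMA measured as endpoint fluorescence after 10 minutes at room temperature, scaled to free-ligand and complex controls.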
POLI inh – qHTS for Inhibitors of Polymerase Iota; DNA polymerase iota (Homo sapiens), Q9UNA4; Pol iota fluorescent replication assay, 10 min; Potency, µM (doses to about 115 µM), inactives show at the top dose activity, negative = inhibition, most hits filed as inhibitors; 390,000 tested, 1% active; AID 588590, 2011; further: potency means the concentration at half of the fitted maximal effect
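Pol iota at 10 nM preincubated 15 min with compounds at room temperature; reaction started with fluorescent substrate, 50 nM final. Fluorescence read kinetically at 0 and 10 min; buffer-only wells as negative control.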
APE1 inh – qHTS Assay for Inhibitors of the Human Apurinic/apyrimidinic Endonuclease 1 (APE1) | recombinant APE1, TAMRA/BHQ-2 abasic DNA cleavage fluorescence | Potency, µM (titrated, usually from 65.8 µM), for the others: at the highest dose activity change, negative = inhibition, most hits filed as inhibitors | 350,000 tested, 0.35% active | AID 2517, 2012;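 further: potency means the concentration at half of the fitted maximal effect; plate controls were vehicle for no effect and reference inhibitor for full effect; nearly all actives have a fitted effect of over 55% in size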
Target sequence (P27695 whole entry, looked up): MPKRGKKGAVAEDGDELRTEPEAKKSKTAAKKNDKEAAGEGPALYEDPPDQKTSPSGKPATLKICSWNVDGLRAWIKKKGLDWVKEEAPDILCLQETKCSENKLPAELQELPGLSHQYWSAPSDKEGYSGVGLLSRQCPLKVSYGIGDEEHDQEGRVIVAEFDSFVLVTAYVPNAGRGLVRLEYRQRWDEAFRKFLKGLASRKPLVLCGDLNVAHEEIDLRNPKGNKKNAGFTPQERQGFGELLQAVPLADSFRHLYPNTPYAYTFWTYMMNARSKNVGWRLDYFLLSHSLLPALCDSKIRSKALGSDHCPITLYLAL
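0.75 nM APE1 + cpd, 15 min RT; start w/ 50 nM TAMRA/BHQ-2 THF-abasic dsDNA; kinetic fluor 525/598 nm ×3 reads @60 s; Δ(read3−read1); normalized to DMSO and NSC13755 control wells.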
Glioma ERSR ind – qHTS for Inducers of the Endoplasmic Reticulum Stress Response (ERSR) in Human Glioma: qHTS; Potency, µM, for the others: at the highest dose activation, usual class: activators; 420,000 tested, 0.02% active; U87-MG GRP78 promoter luciferase reporter, 16 h; further: potency means the concentration at half of the fitted maximal effect; series mostly up to about 76 µM; % of control where 0% means no effect; nearly all actives have a fitted effect of over 35% in size
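ERSR induction read as luciferase luminescence (Bright-Glo, 10 min at room temperature) in stably transfected human U87-MG glioma cells exposed to compounds for 16 h, using GRP78 as sensor.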
Pol beta inh – qHTS Assay for Inhibitors of DNA Polymerase Beta. P06746. Pol beta primer extension/strand displacement, fluorescence kinetic. Potency, µM (highest dose often 114 µM), inactives show top-dose activity change, negative = inhibition, usual class: inhibitors. 340,000 tested, 1.3% active. AID 485314, 2010; further: potency means the concentration at half of the fitted maximal effect; on the % scale 0 is the no-effect control and ±100 the full control effect
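Preincubation: enzyme (10 nM) with compound, 15 min, RT. Reaction: substrate added to 50 nM final. Reads: 0 and 10 min. Analysis: normalized, Hill fit.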
LDHA inh – qHTS assay for inhibitors of human lactate dehydrogenase; 480,000 tested, 0.15% active; purified LDHA, NADH/diaphorase-resazurin fluorescence; stronger effect = lower value; L-lactate dehydrogenase A chain (Homo sapiens), P00338; activity change, % (values are at about 110 or 230 µM); in the data active means activity change below about -30%; inconclusive means mostly about -25% to -30%;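 further: plate controls were DMSO wells for no effect and wells without enzyme for full effect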
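Human LDH5 at 2 nM final in Tris HCl pH 7.4 with 0.06 mM NADH and 0.2 mM pyruvate, reacted 5 minutes at room temperature. Remaining NADH coupled via diaphorase/resazurin; resorufin fluorescence read at 0 and 20 minutes, normalized to enzyme-free and DMSO wells.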
Pol eta inh – qHTS for Inhibitors of Polymerase Eta; DNA polymerase eta (Homo sapiens), Q9Y253; recombinant Pol eta, fluorescent DNA replication assay; Potency, µM (titrated, usually from 114 µM), without a hit: at the highest dose activity change, negative = inhibition, most hits filed as inhibitors; 390,000 tested, 1.2% active; AID 588591, 2011; further: potency means the concentration at half of the fitted maximal effect; on the % scale 0 is the no-effect control and ±100 the full control effect
Target sequence (Q9Y253 whole entry, looked up): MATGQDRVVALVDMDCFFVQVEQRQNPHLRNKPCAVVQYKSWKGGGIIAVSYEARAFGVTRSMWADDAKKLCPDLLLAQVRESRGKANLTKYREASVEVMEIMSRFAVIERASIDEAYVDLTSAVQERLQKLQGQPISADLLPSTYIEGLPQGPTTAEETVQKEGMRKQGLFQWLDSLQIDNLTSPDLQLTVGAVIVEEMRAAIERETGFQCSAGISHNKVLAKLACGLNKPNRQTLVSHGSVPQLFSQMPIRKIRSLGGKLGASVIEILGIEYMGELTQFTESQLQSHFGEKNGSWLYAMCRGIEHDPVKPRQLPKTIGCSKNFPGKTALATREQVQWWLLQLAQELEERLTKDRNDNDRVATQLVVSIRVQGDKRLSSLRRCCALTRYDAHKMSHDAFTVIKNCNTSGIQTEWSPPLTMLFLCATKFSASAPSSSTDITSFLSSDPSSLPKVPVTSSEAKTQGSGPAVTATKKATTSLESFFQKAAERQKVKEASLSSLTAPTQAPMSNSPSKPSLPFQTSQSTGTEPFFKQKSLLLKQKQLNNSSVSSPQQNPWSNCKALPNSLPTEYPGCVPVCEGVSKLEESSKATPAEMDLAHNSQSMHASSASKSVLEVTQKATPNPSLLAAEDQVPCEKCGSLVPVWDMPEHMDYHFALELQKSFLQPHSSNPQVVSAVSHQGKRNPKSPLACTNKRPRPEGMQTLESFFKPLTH
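Fluorescent replication assay: 50 nM final substrate added after a 15 min room-temperature compound preincubation with 10 nM enzyme. Signal taken at 0 min and again at 10 min.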
Pol kappa inh – qHTS for Inhibitors of Polymerase Kappa; Potency, µM (titrated, usually from 107 µM), inactives show at the top dose activity, negative = inhibition, actives largely listed as inhibitors; AID 588579, 2011; 400,000 tested, 0.53% active; purified Pol kappa, fluorescent DNA synthesis assay, 10 min; DNA polymerase kappa (Homo sapiens), Q9UBT6; further: potency means the concentration at half of the fitted maximal effect; on the % scale 0 is the no-effect control and ±100 the full control effect
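10 nM Pol kappa was preincubated with compounds for 15 min at room temperature. Reaction started with 50 nM (final) substrate. Fluorescence read kinetically at 0 and 10 min.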
BLM inh – qHTS Assay for Inhibitors of Bloom's syndrome helicase (BLM). RecQ-like DNA helicase BLM (Homo sapiens), P54132. Potency, µM (series often up to 56.1 µM), for the others: at the top dose activity change, negative = inhibition, most hits filed as inhibitors. 350,000 tested, 0.2% active. recombinant BLM DNA unwinding, fluorescence dequenching;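 further: potency means the concentration at half of the fitted maximal effect; plate controls were vehicle for no effect and no enzyme for full effect; nearly all actives have a fitted effect of over 35% in size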
* hit, by the source's call; ? = inconclusive; / = not tested or not shown; & = joins results of further samples; [ ] = remark or other dose. Unless noted, the call rests on the fitted dose curve; in most records, active means well fitted curve in the direction sought with a large enough effect; inconclusive means small, poorly fitted or top-dose-only effect, or another doubt; inactive means no such curve, though single readings can be large; an effect the other way counts as inactive or inconclusive. Not all compounds are listed; rates above refer to the full screens.

SMILES | POLI inh | Pol kappa inh | LDHA inh | APE1 inh | Apoferritin bind | Glioma ERSR ind | BLM inh | Pol eta inh | Pol beta inh
COc1ccccc1NC(=O)Cn1c(=O)n(C)c(=O)c2sc3c(c21)COC(C)(C)C3 | ? | -11.5% | -6.6 | -1.6% | 5.2% | -5.2% | -2.0% | -10.1% | 25.2%
CCCCCC(=O)N1CCN(c2ccc(C(C)=O)cc2F)CC1 | -3.5% | -3.2% | 0.7 | -4.1% | 2.6% | -1.3% | 6.8% | -14.3% | 0.6%
Cc1ccccc1NC1=CC(=O)CC(C)(C)C1 | 7.7% | -13.7% | -17.0 | -1.3% | 7.3% | -3.9% | 5.9% | -5.4% | 3.2%
Cc1c(OCC(=O)NCc2cccnc2)ccc2c3c(c(=O)oc12)CCC3 | 18.5% | 0.9% | -4.2 | -5.2% | 38.3% | 1.4% | 2.8% | -21.7% | 37.8%
COc1ccccc1CN1C(=O)CNC1=S | 16.8% | -1.9% | -8.3 | 40.4% | -6.2% | -0.1% | -0.2% | -19.6% | 1.6%
O=C1NC(=O)c2cc3ccccc3cc21 | 16.7% | -9.7% | -2.0 | -10.6% | / | 3.3% | / | -6.9% | /
CCOC(=O)c1ccc(S(=O)(=O)N2CCN(C(=O)CSc3nc4ccccc4o3)CC2)cc1 | -3.6% | -1.9% | 1.8 | 9.8% | -14.2% | 3.2% | -0.1% | -15.4% | -23.9%
O=S(=O)(Nc1ccc(N=Nc2ccc(O)c3ccccc23)cc1)c1ccccc1 | 24.8% | -13.6% | 14.0 | 2.1% | ? | -4.8% | -28.9% | ? | 3.9%
COCCNc1oc(-c2ccc(Cl)cc2)nc1C#N | 66.4%[activator] | -15.1% | -4.8&1.9 | 11.8% | -9.6% | 1.8% | -5.0% | -17.3% | 31.0%
COc1cccc(N2CCN(C(=O)c3cccn3-c3nnc(N4CCCC4)s3)CC2)c1 | -1.0% | 0.0% | -2.1 | / | -2.7% | 1.2% | -3.0% | -10.6% | 28.5%

Entries of single compounds as entered above. Order of values: POLI inh | Pol kappa inh | LDHA inh | APE1 inh | Apoferritin bind | Glioma ERSR ind | BLM inh | Pol eta inh | Pol beta inh
Results for COc1cccc(N2CCN(C(=O)c3cccn3-c3nnc(N4CCCC4)s3)CC2)c1 → -1.0% | 0.0% | -2.1 | / | -2.7% | 1.2% | -3.0% | -10.6% | 28.5%
Results for CCCCCC(=O)N1CCN(c2ccc(C(C)=O)cc2F)CC1 → -3.5% | -3.2% | 0.7 | -4.1% | 2.6% | -1.3% | 6.8% | -14.3% | 0.6%

The results go on:
SMILES | POLI inh | Pol kappa inh | LDHA inh | APE1 inh | Apoferritin bind | Glioma ERSR ind | BLM inh | Pol eta inh | Pol beta inh
CCOc1ccc2nc(NC(=O)CSc3nc4ccccc4c(=O)n3Cc3ccco3)sc2c1 | 5.7% | -8.6% | -9.2 | -1.1% | -6.2% | -9.5% | -7.0% | -8.6% | 1.2%
CCC1(CC)NC(=O)N(CC(=O)OCn2nnc3ccccc3c2=O)C1=O | 23.1% | -2.8% | -11.6 | -0.9% | -16.7% | -3.9% | 4.9% | -1.0% | 6.9%
COc1ccccc1C(=O)Nc1nc2nc(C)cc(=O)n2[nH]1 | -9.4% | -0.3% | 0.9 | / | -0.2% | -2.3% | 4.0% | 3.1% | 34.4%
FC(F)(F)c1cccc(Nc2ncnc3ccccc23)c1 | 5.4% | -6.5% | -13.4 | -1.2% | -9.8% | 7.1% | -3.2% | -11.5% | 16.2%
CC(=O)NC(CC(=O)NCCc1ccccc1)c1ccccc1 (configuration not stated) | 8.3% | 4.2% | -2.3 | 35.5%[activator] | -3.3% | -0.4% | 1.7% | -3.4% | -2.3%
CCCCCCNCCn1cnc2c(N)ncnc21 | 8.6% | -13.3% | -8.9 | 0.9% | -8.1% | -7.0% | 3.8% | -6.6% | 0.5%
Cc1cc(NS(=O)(=O)c2ccc(NC(=O)COc3ccccc3Br)cc2)no1 | -16.9% | -2.4% | -7.2 | / | 0.5% | 1.3% | -0.9% | -19.2% | -22.9%
CN(C)c1oc(-c2ccc(COc3ccccc3)o2)nc1C#N | 18.0% | -25.4% | 1.5 | / | 171.5%[activator] | -0.4% | -6.6% | -21.5% | -12.3%
CCOC(=O)C1=C(C(=O)OCC)N(CC2CCCCC2)CCC1=O | -6.4% | 8.0% | -5.7 | / | / | 0.9% | / | -3.1% | /
CN(c1ccccc1)c1nc(N)c([N+](=O)[O-])c(NCCO)n1 | 2.5% | -4.6% | -2.9 | 2.3% | -9.7% | -0.8% | -2.6% | -3.0% | 5.0%
COc1ccc(C(=O)N/C(=C\c2cn(C)c3ccccc23)C(=O)N2CCOCC2)cc1 | 28.7% | 4.9% | 3.8 | 72.9%[activator] | -7.7% | -5.3% | 1.7% | -8.4% | 34.2%
CNc1nc(NCc2ccccc2)c2ccccc2n1 | 69.9%[activator] | -5.9% | -0.3 | 12.7% | -6.9% | -3.2% | -0.3% | -5.6% | 5.8%
COc1ccc(CNC(=O)Cn2nnc(-c3ccccc3F)n2)cc1 | -12.5% | 3.7% | -9.9 | / | 0.9% | 0.2% | 2.0% | -14.6% | 15.0%
COc1cc(/C=C/C(=O)O)ccc1S(=O)(=O)N1CCCc2ccccc21 | 5.3% | -18.9% | -4.1 | -6.8% | -5.1% | -0.3% | -9.6% | 4.3% | 22.7%
COc1cccc(Cn2c(=O)c(-c3cccc(C#N)c3)nc3cnc(Nc4ccccc4)nc32)c1 | / | -13.7%[60.1 µM] | / | -5.9% | / | -2.2% | -2.5% | / | /
NS(=O)(=O)c1ccc(CNc2nc(-c3cccnc3)nc3ccccc23)cc1 | 20.4% | 6.7% | -16.8 | 31.0% | -9.1% | -2.3% | -1.0% | -19.2% | -18.6%
Cc1cccc(CSC2=NCCN2S(=O)(=O)c2ccc(F)cc2)c1 | ? | -17.6% | -5.6 | 41.4%[activator] | 7.7% | -4.7% | -13.2% | -9.6% | -7.9%
Cc1ccc(NC(=O)Cn2c(=O)n(CCC(=O)NCc3ccc4c(c3)OCO4)c(=O)c3sccc32)c(C)c1 | 10.1% | -23.5% | -6.2 | / | -4.7% | -4.2% | -12.3% | -23.7% | ?
CCN(CC)c1nc(OCCNC(=O)Nc2ccccc2)nc(N(CC)CC)n1 | 5.1% | -10.8% | -0.1 | -11.5% | 57.6%[activator] | -0.6% | -7.4% | -23.1% | 0.2%
COc1cc(/C=N/c2oc(-c3ccccc3)cc2C#N)ccc1O | 10.6% | 3.0% | 3.8 | -1.0% | 4.0% | -3.0% | 1.1% | -15.1% | -7.6%
CCOC(=O)c1ccc2[nH]c3c(c2c1)CCCC3 | 18.6% | -13.4% | 0.1 | 25.2% | ? | 12.7% | -7.4% | -4.8% | 0.3%
CCCCC1=CC2=CC(=O)C(C)(OC(=O)CC)C(=O)C2=CO1 (configuration not stated) | 50.1µM* | ? | 2.5 | 2.9% | / | -1.5% | -2.3% | 50.1µM* | /
CCOC(=O)c1c(NC(=O)COC(=O)Cc2n[nH]c(=O)c3ccccc23)sc(C(=O)N(C)C)c1C | 4.4% | 2.5% | -3.2 | -5.8% | / | -3.3% | / | -11.7% | /
O=S1(=O)C2CC3CCC2(CN1Cc1ccccc1)O3 (configuration not stated) | -16.6% | -3.6% | / | -2.4% | -14.2% | -2.3% | -0.2% | / | /
CC(=O)Nc1ccc(-c2csc(Nc3ccc(S(N)(=O)=O)cc3)n2)cc1 | 80.0%[activator] | -8.8% | -2.7 | 0.5% | 1.9% | -3.6% | 0.4% | -9.7% | 0.7%
C[C@]12c3[nH]c4cc(-c5ccco5)ccc4c3CCN1C(=O)[C@@H](CC(=O)NCCC1=CCCCC1)C[C@@H]2C(=O)N1CCCCC1 | -9.2% | 0.3% | -1.2 | -10.2% | / | -0.6% | / | -19.8% | /
COc1ccc(NC(=O)NNC(=O)CCC(=O)Nc2ccccc2Cl)cc1 | 15.5% | -13.6% | -7.9 | -5.1% | ? | 2.0% | -1.5% | -17.4% | -19.3%
COc1ccc(Cl)cc1Nc1nc(-c2sc(NC(=O)c3ccccc3)nc2C)cs1 | / | / | / | -3.0% | 3.2% | / | -2.4% | / | -0.3%
CCOc1ccc(-c2nc(SCC(=O)Nc3ccc(C)c(C)c3)n3[nH]c(=O)cc3n2)cc1 | ? | -25.7% | -10.9 | / | -1.2% | -0.7% | 14.1µM* | 50.1µM* | 3.16µM*
COCCn1c(=O)c(-c2ccc(Cl)cc2)nc2cncnc21 | / | -1.5%[60.1 µM] | / | 11.3% | / | -1.9% | 3.3% | / | /
COc1ccc(OC)c(NC(=O)c2sc3ncnc(N4CCN(c5ccccn5)CC4)c3c2C)c1 | 31.0%[activator] | -0.5% | -3.9 | -10.6% | -6.9% | -0.6% | -6.2% | -22.1% | 20.7%
COc1ccc(C(=O)NC(=S)N2CCN(C)CC2)cc1Br | -1.8% | -7.2% | 1.6 | -6.5% | -3.8% | -1.9% | -3.3% | -7.7% | -14.3%
O=C(O)CCn1c(CO)nc2ccccc21 | -9.4% | 4.3% | -0.6 | -2.4% | -2.3% | -1.1% | -0.5% | -19.6% | -18.3%
COc1ccc(OCCN2C(=O)c3cccc(N)c3C2=O)cc1 | ? | -22.8% | -4.2 | -11.9% | -12.3% | 10.3% | -2.0% | -3.8% | 8.7%
